# Bioassay records deposited in PubChem by several laboratories.
# PREPL inhibitor: inhibits the human prolyl oligopeptidase-like enzyme. recombinant PREPL, fluorescence polarization activity-based probe. actives 0.68% (n = 320,000). Q4J6C6. inhibition, % at 5.96 µM; in the data active = inhibition above about 43%;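 note: 0% = enzyme with DMSO and 100% = wells lacking enzyme; many of its hits are not listed in these tables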
# EBNA-1 inhibitor: blocks EBNA-1 binding to DNA; EBNA-1 DNA binding, fluorescence polarization; inhibition, % at 14.8 µM; actives 0.34% (n = 300,000); in the data active = inhibition above about 28%
# PP1 inh: blocks human PP1-alpha phosphatase, a PP5 counter-screen; purified PP1alpha, OMFP fluorescence; AID 2235; inhibition, % at 6.7 µM; actives 0.9% (n = 320,000); P62136;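 active = inhibition above the mean inhibition of all tested compounds plus 3 SD, computed separately for each screening campaign, cut at about 15% in these data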
# Target sequence (P62136 whole entry, looked up): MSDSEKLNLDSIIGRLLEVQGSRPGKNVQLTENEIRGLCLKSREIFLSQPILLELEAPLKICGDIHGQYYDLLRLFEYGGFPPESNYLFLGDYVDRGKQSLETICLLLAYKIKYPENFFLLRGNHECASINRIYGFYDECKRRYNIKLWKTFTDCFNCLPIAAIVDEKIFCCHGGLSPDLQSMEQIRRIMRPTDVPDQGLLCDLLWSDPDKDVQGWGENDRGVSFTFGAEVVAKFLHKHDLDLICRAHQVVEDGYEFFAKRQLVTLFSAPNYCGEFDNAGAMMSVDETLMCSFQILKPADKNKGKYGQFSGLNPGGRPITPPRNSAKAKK
# ZTA counter: blocks Epstein-Barr virus ZTA, an EBNA-1 counter-screen | ZTA-DNA binding, fluorescence polarization | inhibition, % at 11 µM | actives 0.15% (n = 320,000) | AID 2234; in the data active = inhibition above about 33%
# Target sequence (P03206 whole entry, looked up): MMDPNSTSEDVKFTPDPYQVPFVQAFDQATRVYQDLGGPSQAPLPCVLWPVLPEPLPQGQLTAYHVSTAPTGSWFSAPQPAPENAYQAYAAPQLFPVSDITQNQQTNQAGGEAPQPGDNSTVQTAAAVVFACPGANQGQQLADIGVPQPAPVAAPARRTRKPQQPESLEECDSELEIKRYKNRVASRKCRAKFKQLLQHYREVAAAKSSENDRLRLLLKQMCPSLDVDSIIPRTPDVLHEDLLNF
# Efflux pump inh: inhibitors of Candida antifungal efflux pumps expressed in yeast; actives 0.44% (n = 330,000); S. cerevisiae Candida pump triplex, Nile Red efflux; inhibition, % at 10 µM;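 active = plate passing quality check with inhibition over a set limit, or well fluorescence over plate mean plus 4 SD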;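 note: Nile Red retained in pooled yeast measured as flow cytometry median fluorescence; 0% = buffer negative control and 100% = Enniatin B positive control; higher means more Nile Red kept so more efflux inhibition; some compounds called inactive have numbers as strong as hits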
# PP5 primary: inhibitors of human protein phosphatase 5 (PP5); actives 0.18% (n = 320,000); inhibition, % at 6.7 µM; purified PP5c, OMFP substrate fluorescence; AID 1987; P53041;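 active = inhibition above the campaign's mean inhibition across all tested compounds plus 3 SD, cut at about 9.5% in these data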;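 note: 0% = DMSO only and 100% = 100 µM cantharidin control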
# Target sequence (P53041 whole entry, looked up): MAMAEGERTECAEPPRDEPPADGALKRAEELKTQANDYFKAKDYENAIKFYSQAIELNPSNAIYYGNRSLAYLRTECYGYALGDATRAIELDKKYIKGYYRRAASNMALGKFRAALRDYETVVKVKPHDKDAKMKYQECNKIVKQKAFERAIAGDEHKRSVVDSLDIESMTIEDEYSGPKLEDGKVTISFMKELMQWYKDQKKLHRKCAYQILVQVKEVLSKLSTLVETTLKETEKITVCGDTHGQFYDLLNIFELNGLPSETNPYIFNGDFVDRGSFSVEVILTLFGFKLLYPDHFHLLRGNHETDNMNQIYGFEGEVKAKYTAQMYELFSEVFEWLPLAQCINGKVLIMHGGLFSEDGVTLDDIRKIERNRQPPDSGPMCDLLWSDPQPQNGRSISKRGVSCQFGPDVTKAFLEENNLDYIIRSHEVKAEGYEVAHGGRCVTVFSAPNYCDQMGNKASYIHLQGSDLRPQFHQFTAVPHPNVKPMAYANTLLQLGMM
# CTSL1 counter: counter-screen for PFM18AAP inhibitors: inhibitors of F. hepatica cathepsin L1. recombinant F. hepatica cathepsin L1, Z-Leu-Arg-MCA fluorescence. inhibition, % at 5.96 µM. actives 0.49% (n = 300,000);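 active = inhibition above the mean of all tested compounds plus 3 SD, set per screening campaign, cut at about 17% in these data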;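 note: 0% = plate median of test compound wells and 100% = 1 µM Z-Phe-Ala-diazomethylketone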
# TPT1 inhibitor: inhibitors of Candida albicans tRNA 2'-phosphotransferase TPT1; recombinant caTPT1, FP RNA substrate dephosphorylation; inhibition, % at 5 µM; actives 0.81% (n = 300,000); AID 1962;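 active = inhibition above the mean of all tested compounds plus 3 SD, set per screening campaign, cut at about 24% in these data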;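 note: plate controls were DMSO alone for no effect and ferristatin control at 100 nM for full effect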
# HCV core dimer: HCV core protein dimerization inhibition; TR-FRET GST/Flag-core106 dimerization, 1536-well; actives 0.33% (n = 300,000); inhibition, % at 5 µM;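 active = inhibition above the mean of all tested compounds plus 3 SD, set per screening campaign, cut at about 45% in these data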
#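 Assay system: tagged HCV core106 pair (GST and Flag); medium: KF-containing HEPES buffer, pH 7.45, DTT, CHAPS, BSA; also added: Eu donor and XL665 acceptor anti-tag antibodies; dosing: 5 µM single dose; timing: compound-protein-antibody incubation 4 h at 22.5 °C; signal: TR-FRET 671 and 617 nm emission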
# * = called active by the depositor; nt = no result given; & = joins results of further samples. Some of the compounds tested; rates above refer to the full screens.
# Second line of a record: PREPL inhibitor	EBNA-1 inhibitor	PP1 inh	ZTA counter	Efflux pump inh	PP5 primary	CTSL1 counter	TPT1 inhibitor	HCV core dimer
> CCOC(=O)c1cnc2sc3c(n2c1=O)CCCC3
 : 2	-5	-1	4	0.1	-7.0	6	11	6
> C=C(C)[C@@H]1CC[C@]2(C(=O)O)CC[C@]3(C)C(CCC4[C@@]5(C)CC[C@H](O)C(C)(C)C5CC[C@]43C)C12 (some centres undefined)
 : 3	10	-5	-3	0.1	1.8	2	1	-5
> CC(C)c1nc(SCC(=O)Nc2cccc(S(N)(=O)=O)c2)n[nH]1
 : 9	7	-6	8	-0.1	-1.5	-1	-2	-2
> COc1cc2c(cc1OC)CN(CC(=O)Nc1ccc(S(=O)(=O)N(C)C)cc1)CC2
 : 20	-4	-1	-22	0.3	1.4	-12	0	-2
> Cc1c(NS(=O)(=O)c2ccccc2)cc(Cl)c(O)c1C
 : -1	0	0	13	-0.2	0.7	1	2	-4
> Cc1ccc(N2C(=O)CC(c3c[nH]c4ccccc34)C2=O)cc1 (centres undefined)
 : -7	3	1	9	-0.2	3.1	0	-1	4
> N#Cc1c(-c2ccccc2)nc2n(-c3ccccc3)nc(C(=O)Nc3ccccc3)n2c1=O
 : -3	2	10	-8	0.1	4.4	1	9	36
> CN1CCc2c(sc3nc(SCC(N)=O)n(-c4ccccc4)c(=O)c23)C1
 : 35	7	7	0	0.0	0.4	1	45*	-14
> CNS(=O)(=O)c1ccc(NC(=O)c2ccoc2C)cc1
 : -5	1	-2	1	0.1	-1.0	-1	2	-4
> CSc1ccc(CN(C)C(=O)C(c2ccccc2)c2ccccc2)cc1
 : 0	5	3	4	0.3	1.4	-2	-2	12
> CC[N+]1(CC(O)COC2CC(C)CC(C)(C)C2)CCOCC1 (centres undefined)
 : 4	-9	-6	2	0.0	-2.3	-6	3	-5
> Cc1cc2nc(CSc3ccc(Cl)cc3)cc(=O)n2[nH]1
 : 0	-5	5	-13	-0.2	1.9	8	0	-4
> N#CC1=C(S)N(c2ccccc2)C(c2ccc(-c3cc(Cl)ccc3Cl)o2)NC1=O (centres undefined)
 : 10	15	13	4	0.5*	2.1	5	1	31
> O=C(Cc1cccc2ccccc12)N/N=C/c1ccc(F)cc1
 : 0	0	3	1	0.1	2.2	3	0	-3
> COc1ccc(N2CCN(C(=O)c3cn(C)c(=O)c4c3c3ccccc3n4C)CC2)cc1
 : 41	5	1	5	0.0	0.1	2	2	3
> Oc1c(C=C2N=c3ccccc3=N2)sc(=S)n1C1CCCCC1
 : 2&1	-11&-5	-1&-5	-3&-5	-0.5&-0.3	1.6&-0.8	-3&-2	-1&-2	-6&-6
> CCCn1c(N)c(C(=O)CSc2nc(C)nc3sc(C)c(C)c23)c(=O)[nH]c1=O
 : 16	-9	22*	-14	0.0	-1.6	5	-2	-2
> COc1ccccc1/C=C1\SC(=S)N(CC(=O)NC2CCS(=O)(=O)C2)C1=O (centres undefined)
 : 3	2	0	-3	0.0	1.9	4	-5	-8
> CCCC(=O)N1CCN(c2ccc(NC(=O)c3ccco3)cc2)CC1
 : 4	-4	-7	-8	0.3	4.6	1	-4	-7
> O=C(C1CCCN(S(=O)(=O)c2cccc3cccnc23)C1)N1CCN(c2ccc(F)cc2)CC1 (centres undefined)
 : -1	6	-2	14	0.0	-0.1	7	-5	-40
> Cc1nn(-c2ccccc2)c(C)c1C(=O)NCc1ccccc1F
 : 3	3	-2	-10	-0.3	1.5	-2	-2	14
> COCCCNC(=O)c1ccc(Cn2c(=O)c3ccccc3n(Cc3ccc(C)cc3)c2=O)cc1
 : 4	-5	1	-16	-0.2	2.8	-2	3	6
> O=C(CCNC(=O)c1ccccc1Cl)Nc1ccc2c(c1)OCO2
 : 3	-9	0	-5	-0.2	1.5	0	-2	1
> C/C(Cn1nnc2ccccc21)=N\NC(=O)c1cccc(Br)c1
 : 4	0	-2	10	0.0	-1.2	0	-1	4
> CCCC(=O)Nc1ccc(C(=O)NN2C(=O)c3ccccc3C2=O)cc1
 : -3	6	1	-3	0.0	0.0	1	-1	-108
> O=C1C2CCCCN2C(=O)N1CCCCN1CCN(c2cccc(Cl)c2)CC1 (centres undefined)
 : 27	-11	2	-10	0.0	1.7	-1	-2	-6
> COc1cc(C(=O)NNC2=CC(=O)CC(C)(C)C2)cc(OC)c1OC
 : 3	1	-4	5	0.0	-2.0	-4	0	-3
> COc1cccc(-c2onc3ccc(C(=O)/C=C/N(C)C)cc23)c1
 : -13	7	4	12	-0.1	-1.5	3	1	-6
> COc1ccccc1CNC(=O)c1ccc(S(=O)(=O)N2CCCC2)cc1
 : 11	7	-1	7	-0.2	-0.8	4	-1	4
> CCOC(=O)c1c(C)c(-c2ccccc2)n(CC(=O)NCCCN(CC)CC)c1C
 : 2	-6	-5	-5	-0.1	0.0	-3	-2	7
> COC(=O)CC(NC(=O)Nc1ccccc1F)c1ccc2c(c1)OCO2 (centres undefined)
 : -88	8	0	2	0.0	1.0	1	-3	-4
> COc1cccc(C2=CC(c3cccc(OC)c3OC)n3nnnc3N2)c1 (centres undefined)
 : -37	-12	5	8	-0.1	3.0	1	-3	6
> O=CNCc1nc2ccccc2n1CCCc1ccccc1
 : -6	7	-6	0	-0.1	-0.6	4	5	-1
> NS(=O)(=O)c1cccc(NC(=O)CSc2n[nH]c(-c3cccs3)n2)c1
 : 3	nt	-3	-15	0.2	3.8	nt	nt	nt
> CC(=O)Nc1cccc(NC(=O)CN2c3cccc4cccc(c34)S2(=O)=O)c1
 : 8	nt	1	-13	-0.2	0.1	nt	nt	nt
> CCOCc1nnc(NC(=O)c2ccc3c(c2)OCO3)s1
 : 9	4	-6	-5	0.5	4.9	-1	-1	2
> CCC(C)CCN1CCN=C1N(C)C (centres undefined)
 : -4	-9	-1	3	0.0	3.6	0	1	-9
> CCc1cccc(C)c1Nc1nc2ccccc2n2cnnc12
 : 8	7	1	5	-0.1	-0.5	1	-2	1
> O=C(Nc1ccc(C(=O)N2CCC(N3CCCC3)CC2)cc1)c1ccc(Br)o1
 : 30	12	-3	14	0.1	0.9	-1	0	5
> CCOc1ccc(CCNC(=O)c2cc3c(s2)CS(=O)(=O)C3)cc1OCC
 : -7	0	0	-7	-0.2	0.2	1	1	1
> CC(C)c1c(C(=O)N/N=C/c2ccc(OCc3ccc(F)cc3)cc2)nnn1-c1nonc1N
 : 11	2	0	-1	-0.7	4.4	0	1	21
> Cn1c(=O)c2c(nc(CN3CCN(C(=O)c4ccco4)CC3)n2CCc2ccccc2)n(C)c1=O
 : 1	-10	2	-1	0.0	2.0	0	-3	-1
> COc1ccc(OC)c(NC(=O)C2C(C(=O)O)C3(Cl)C(Cl)=C(Cl)C2(Cl)C3(Cl)Cl)c1 (centres undefined)
 : 4	-25	0	-2	0.6	4.8	4	-4	12
> N#CCO/N=C/C(=O)Nc1ccc(F)cc1F
 : 11	5	-5	-5	-0.1	3.0	4	-1	-12
> O=C(NCCCN1CCCC1=O)Nc1ccc(F)c(Cl)c1
 : 4	1	0	12	-0.2	2.5	-1	1	1
> CSc1cccc(NC(=O)C2CCCN2S(=O)(=O)c2ccc3c(c2)CCC(=O)N3)c1 (centres undefined)
 : 12	10	-1	1	0.2	4.2	1	4	3
> CC1(C)O[C@@H]2[C@H](O1)[C@@H](COS(=O)(=O)O)O[C@H]2n1ccc(=O)[nH]c1=O
 : 2	nt	2	-1	0.2	-0.6	nt	nt	nt
> Cc1cccc(C)c1NC(=O)c1cccc(N2C(=O)C3CCC(C)CC3C2=O)c1 (centres undefined)
 : 16	0	-7	5	0.0	2.2	-1	-1	-1
> CCN(CCn1cccn1)C(=O)CCc1nnc(C2CCCCC2)o1
 : 10	-2	4	-26	-0.2	2.1	1	-1	-5
> COc1ccc(NC(=O)CN(C)C(=O)c2cc(C)on2)cc1
 : 7	5	-7	-4	0.1	-0.1	-8	2	0
> Cc1ccccc1Nc1c([N+](=O)[O-])cncc1[N+](=O)[O-]
 : 0	-3	0	-4	-0.1	1.4	3	1	11
> Cc1cccc(NC(=O)CCSc2ccccn2)c1
 : -6	2	-4	-11	0.0	-0.1	-1	3	6
> CCCN1Cc2cccc(C(=O)NCc3ccc4c(c3)OCO4)c2C1=O
 : -4	-11	4	-10	0.1	1.1	-5	2	12
> COc1ccccc1CNC(=O)COC(=O)c1ccc(Cl)c(N)c1
 : -3	4	3	-4	-0.2	-1.0	-4	-5	-2
> CC1=NN(C(C#N)c2ccccc2)C(c2ccccc2)C1 (centres undefined)
 : 1	-2	-7	-4	-0.1	-0.6	18*	-2	3
> CC(C)NS(=O)(=O)c1ccc(CCC(=O)N2CCC(C(N)=O)CC2)cc1
 : 18	5	-1	-6	-0.1	-1.4	-2	-4	-3
> O=C(Cc1c(F)cccc1Cl)Nc1cccc(S(=O)(=O)NC2=NCCCCC2)c1
 : 6	-3	-1	-23	-0.1	0.0	-5	-7	-8
> COc1cccc(OCCCOc2ccc([N+](=O)[O-])cc2Cl)c1
 : 4	-6	1	-3	-0.1	1.9	-2	-7	-1
> COc1ccc(OC)c2[nH]c(=O)c(CCNC(=O)C(=O)c3c[nH]c4ccccc34)cc12
 : 7	1	2	12	0.0	2.2	1	0	-2
> O=C(Nc1ccccc1-c1ccccc1)c1cccc([N+](=O)[O-])c1
 : 19	-19	5	-5	0.1	1.3	-1	-1	4

# Later entries
# Second line of a record: PREPL inhibitor	EBNA-1 inhibitor	PP1 inh	ZTA counter	Efflux pump inh	PP5 primary	CTSL1 counter	TPT1 inhibitor	HCV core dimer
> CCOc1ccccc1-n1c(COc2ccc(C)cc2)nnc1SCC(N)=O
 : -17	2	-4	8	0.1	0.0	-2	1	-1
> CC1(N2CCCCC2)C(=O)c2ccccc2C1=O
 : 0	-4	-2	4	0.1	2.8	-1	-4	1
> COc1ccc(NC(=O)C(CC(=O)O)Cc2ccc(Cl)cc2)cc1 (centres undefined)
 : 6	-8	-7	0	0.6	5.3	3	0	-13
> COC(=O)C[C@H]1c2ccccc2S(=O)(=O)N1Cc1ccc(OC)cc1
 : 4	-6	2	-23	-0.1	2.4	-1	-1	-6
> Fc1ccc2[nH]c3c(NCCN4CCOCC4)ncnc3c2c1
 : 4	10	1	-5	0.0	2.4	0	3	-4
> CCOC(=O)C1=C(CC)OC(N)=C(C#N)C1c1cc(OC)ccc1OC (centres undefined)
 : -3	14	0	-23	0.1	0.2	0	0	2
> CCCCOc1ccc(-c2nnc(-c3cc[n+](C)cc3)o2)cc1
 : 14	2	-1	14	-0.1	-0.7	2	-2	0
> Cc1ccc(NC(=O)CNc2cccc(S(=O)(=O)N3CCOCC3)c2)cc1F
 : 15	13	-1	10	-0.1	0.6	-3	-2	-1
> O=C(c1ccc2nc(Cc3cccc(Cl)c3)oc2c1)N1CCC(O)CC1
 : 18	-5	0	10	-0.1	0.8	0	-1	6
> C/C(=N/NC(=O)c1nnn(-c2nonc2N)c1COc1ccccc1)c1ccccc1
 : 9	-23	0	8	0.4	2.5	3	4	9
> COCCN1CCC(CNCc2cn[nH]c2-c2ccc(C)c(C)c2)C1 (centres undefined)
 : 17	-5	-1	0	-0.1	1.4	-2	-1	-4
> CCc1ccc(S(=O)(=O)NCCc2csc(-c3ccccc3)n2)s1
 : -2	-11	-2	-7	-0.1	2.8	0	5	6
> CC(Sc1n[nH]c(=O)[nH]c1=O)C(=O)OCc1ccccc1 (centres undefined)
 : 2	15	3	18	-0.2	-1.2	-6	-1	-5
> CN(C)CCCN(C(=O)c1ccc2c(c1)OCCO2)c1nc2cc3c(cc2s1)OCO3
 : -3	1	-1	-13	0.1	0.9	2	-4	-4
